TDP1 cell noCPT = qHTS for Inhibitors of human tyrosyl-DNA phosphodiesterase 1 (TDP1): qHTS in cells in absence of CPT; DT40 Tdp1-/- hTDP1 cells, no CPT, ATP luminescence, 48 h; Potency, µM (top dose mostly 46.2 µM), without a hit: at the highest dose activity change, negative = growth inhibition, usual class: inhibitors; 15% of 420,000 active; AID 686978, 2013; note: nearly all actives have a fitted effect of over 55% in size
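Seeded 400 DT40-hTDP1 cells/well (vehicle DMSO, no 20 nM CPT); pinned compounds; ≥48 hr at 37 °C; CellTiter-Glo luminescence as viability measure.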
TDP1 inh = inhibitors of human tyrosyl-DNA phosphodiesterase TDP1 | Q9NUW8 | recombinant TDP1, AlphaScreen DNA substrate cleavage | Potency, µM (highest dose often 130 µM), without a hit: at the highest dose activity change, negative = inhibition, actives largely listed as inhibitors | 0.28% of 350,000 active | AID 485290; note: nearly all actives have a fitted effect of over 40% in size
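Here, a 5' biotin and 3' phosphotyrosine-FITC DNA oligonucleotide reports Tdp1 activity: intact substrate bridges AlphaScreen beads, while cleavage leaves a 3' phosphate and drops signal. All incubations at room temperature.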
KAT2A inh = blocks human GCN5L2 histone acetyltransferase. Potency, µM (highest dose often 58.9 µM), inactives show at the top dose activity change, negative = inhibition, usual class: inhibitors. AID 504327. GCN5L2 HAT assay, ThioGlo1 CoA-SH fluorescence. 0.21% of 390,000 active. Q92830
Target sequence (Q92830 whole entry, looked up): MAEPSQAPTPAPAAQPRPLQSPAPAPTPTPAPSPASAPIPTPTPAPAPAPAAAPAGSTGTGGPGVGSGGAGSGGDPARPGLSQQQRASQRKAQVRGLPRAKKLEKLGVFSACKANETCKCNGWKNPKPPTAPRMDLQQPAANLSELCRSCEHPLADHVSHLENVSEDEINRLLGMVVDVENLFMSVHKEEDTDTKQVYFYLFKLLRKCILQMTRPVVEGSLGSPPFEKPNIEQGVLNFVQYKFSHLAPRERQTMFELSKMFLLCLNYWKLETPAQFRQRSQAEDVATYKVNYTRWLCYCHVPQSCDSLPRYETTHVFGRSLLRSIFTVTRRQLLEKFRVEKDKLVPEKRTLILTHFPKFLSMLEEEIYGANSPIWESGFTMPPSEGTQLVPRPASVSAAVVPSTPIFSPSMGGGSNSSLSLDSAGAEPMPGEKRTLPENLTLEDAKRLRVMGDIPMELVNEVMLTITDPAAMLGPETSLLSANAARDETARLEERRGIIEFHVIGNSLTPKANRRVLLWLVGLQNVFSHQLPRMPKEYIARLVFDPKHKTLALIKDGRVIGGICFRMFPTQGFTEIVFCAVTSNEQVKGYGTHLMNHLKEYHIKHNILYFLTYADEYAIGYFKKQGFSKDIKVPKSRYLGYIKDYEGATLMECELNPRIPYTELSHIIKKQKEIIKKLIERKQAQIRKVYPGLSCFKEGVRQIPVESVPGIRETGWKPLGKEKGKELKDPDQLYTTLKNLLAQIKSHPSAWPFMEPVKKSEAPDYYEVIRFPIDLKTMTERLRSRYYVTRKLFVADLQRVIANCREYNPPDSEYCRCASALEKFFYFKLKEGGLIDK
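Titration-based screen in which CoA formation is detected via maleimide probe ThioGlo1 (50uM) turning fluorescent on thiol reaction; substrates H3(1-25) 75uM and acetyl-CoA 70uM, GCN5L2 20nM, 20 min incubation at room temperature.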
* marks the source's active call; other numbers are inactive results; u = inconclusive; x = not tested or not shown; & = joins results of further samples; [ ] = another dose, or the depositor's remark. Calls come from the whole dose curve; as a rule, active = well fitted curve in the direction sought with a large enough effect; inconclusive = small, poorly fitted or top-dose-only effect, or another doubt; inactive = no such curve, though single readings can be large; an effect the other way counts as inactive or inconclusive. % is set by controls: 0 for no effect and ±100 for the full control effect; potency is the fitted concentration of half-maximal effect. The list is partial. The share of hits here may be higher or lower than overall.

mol | TDP1 cell noCPT | TDP1 inh | KAT2A inh
Cc1nn(C(C)C)c(C)c1[C@@H]1C[C@H]2CN(Cc3cccc(Cl)c3)C(=O)[C@]23CCCN13 | u | x | -8%
COc1ccc(CCNC(=O)CN(c2cc(OC)ccc2OC)S(=O)(=O)c2ccccc2)cc1 | u | x | -5%
Cc1ccc(NCC(=O)N/N=C/c2ccncc2)cc1 | -30% | -8% | -1%
CC(C)C(=O)N1CCN(c2ccccc2NC(=O)c2ccco2)CC1 | u | x | -7%
OC1(c2ccccn2)COc2ccccc2O1 (centres undefined) | 10% | x | 6%
COc1cccc(C(=O)NC2CC3CCCC(C2)N3CC(=O)Nc2ccccc2)c1 (centres undefined) | u | x | 27%
COc1ccc(OC)c(CNCc2c(C(=O)O)n(Cc3ccccc3)c3cc(OC)ccc23)c1 | u | 3% | -5%
NC(=O)c1cc(-c2csc(NCCc3ccccc3)n2)ccc1O | u | 13% | -3%
O=C(Nc1ccc(F)c(Cl)c1)C1CC(=O)n2c(nc3ccccc32)N1 (centres undefined) | u | 0% | 17%
COc1ccc2c(c1)c1nnc(SCC(=O)Nc3ccccc3F)nc1n2C | u | x | 1%
COc1ccc(CC(CC(=O)O)C(=O)Nc2ccccc2)cc1 (centres undefined) | -4% | 4% | -27%
Cc1nn2c3ccccc3n(CC(=O)c3cccs3)c2nc1=O | 3% | 5% | 14%
COc1ccc(NC(=O)c2ccc3oc(=O)c(S(=O)(=O)c4ccc(F)cc4)cc3c2)cc1OC | -16% | 5% | -4%
CCN1C(C(=O)c2ccccc2)=C(OC(=O)c2ccc(OC)cc2)c2ccccc2S1(=O)=O | 6.5µM* | 10% | -4%
COc1ccccc1Cn1c(C)nc2ccccc21 | u | 6% | -3%
COC(=O)c1cccc(NC(=O)c2ccc3c(c2)C(=O)N(C(C)(C)C)C3=O)c1 | u | x | -5%
Cc1ccc(OCC(=O)Oc2ccc(C(C)C)cc2)cc1 | -9% | x | -2%
CC(C)CCN(C(=O)c1ccccn1)c1c(N)n(Cc2ccccc2)c(=O)[nH]c1=O | -15% | -1% | -4%
COCCCn1c(SCC(=O)Nc2sc3c(c2C#N)CCCC3)nnc1-c1ccncc1 | u | 5% | -6%
CCOC(=O)N1CCN(C(=O)c2ccc(N(Cc3ccccc3)S(C)(=O)=O)cc2)CC1 | 5% | -1% | -5%
COC(=O)c1sccc1S(=O)(=O)N(CC(=O)NCc1ccc(F)cc1)c1ccc(C)c(C)c1 | -7% | 2% | -1%
Nc1ccc2c(c1)OC1(CCCC1)O2 | -29% | 7% | 15%
Cc1nnc(CN(C)Cc2cn[nH]c2-c2ccc(-c3ccccc3)cc2)o1 | -6% | 8% | -16%
CC1CC(C)CN(S(=O)(=O)c2ccc(C(=O)NCc3ccc4c(c3)OCO4)cc2)C1 (centres undefined) | u | 8% | -9%
COc1cc2nc(SCC(=O)Nc3ccccc3C)n3nc(CCn4c(C)nc5ccccc54)nc3c2cc1OC | 3.3µM* | 5% | -6%
COc1ccc(CNc2nc(-c3ccc(Cl)cc3)nn2S(=O)(=O)c2ccc(C)cc2)cc1 | x | 3% | -11%
O=C(NCCS(=O)(=O)NCc1ccc(F)cc1)c1ccc2c(c1)OCO2 | -9% | 7% | -8%
Cc1nn2c(-c3ccco3)ccnc2c1-c1ccc(F)cc1 | -16% | 3% | 1%
O=[N+]([O-])c1cccc(C2=N[C@@H](Cc3ccccc3)CO2)c1 | x | 10%[234 µM] | -9%[88.6 µM]
Cc1cccc(CCNC(=O)c2ccc3c(c2)nc2n3CCC(C)C2)c1 (centres undefined) | 18µM* | 5% | -2%
O=C1c2ccccc2NC(c2cccs2)N1O (centres undefined) | -9% | -2% | -3%
CC(C)c1nnc(NC(=O)CCC(=O)N2CCC(Cc3ccccc3)CC2)s1 | -21% | 5% | 0%
CCCn1ncc(CN2CCN(CCc3ccccc3)C(CCO)C2)c1C (centres undefined) | 0% | x | -13%
O=C1OC(Cc2ccncc2)C(O)=C1C1=NCCCN1 (centres undefined) | -2% | 0% | 3%
CC(=O)c1cc(-c2ccccc2)n(CC(=O)NC(C)(C)C)c1C | -4% | 4% | 1%
COC(=O)CCCSc1nccn1-c1ccccc1 | -25% | 3% | -15%
O=C(COC(=O)c1cc(Br)ccc1O)Nc1cc(S(=O)(=O)N2CCCC2)ccc1Cl | -2% | -2% | -3%
O=C(NCCCCNC(=O)c1ccccc1F)c1ccccc1F | u | x | -1%
COc1ccc(CNC(=O)CCCCCn2c(SCC#N)nc3cc4c(cc3c2=O)OCO4)cc1 | -30% | 7% | -9%
c1ccc(-c2nnc(CN3CCCCC3)o2)cc1 | -12% | x | 4%
CC(=O)NC(CCS(C)(=O)=O)C(=O)Nc1c(C)cccc1C (centres undefined) | -10% | -3% | -1%
Nc1ccc(C(=O)c2cccs2)cc1 | -4% | 0% | -1%
COc1ccc(/C=N/NC(=S)SC)cc1OC | 0% | 8% | -8%
Cn1cccc1C(=O)OCC(=O)Nc1cccc(S(=O)(=O)N2CCOCC2)c1 | -20% | 2% | -8%
CC(C)(C)NC(=O)CN(C(=O)CNS(=O)(=O)c1ccccc1)c1ccc2c(c1)OCCO2 | -24% | 2% | -2%
COc1cc(C(=O)NCc2nnc(SCC(=O)N3CCc4ccccc43)o2)cc(OC)c1OC | -28% | 2% | -3%
CCN(C[C@H]1N[C@@](CC)(C(=O)OC)[C@H]2C(=O)N(C)C(=O)[C@@H]12)C(=O)Nc1ccc(F)cc1 | -6% | 2% | 0%
COc1ccc(CCNC(=O)COc2ccc(S(=O)(=O)N3CCCC3)cc2)cc1 | 9% | 0% | 0%
CCOC(=O)N1CCN(C(=O)c2ccc(C)c(S(=O)(=O)Nc3ccccc3)c2)CC1 | u | 4% | x
COc1ccc(C(=O)NC(=S)Nc2ccccc2N2CCOCC2)cc1Br | 18µM* | 5% | -6%

Single records (already shown).
O=C1c2ccccc2NC(c2cccs2)N1O (centres undefined) is listed as TDP1 cell noCPT = -9%; TDP1 inh = -2%; KAT2A inh = -3%
Nc1ccc(C(=O)c2cccs2)cc1 is listed as TDP1 cell noCPT = -4%; TDP1 inh = 0%; KAT2A inh = -1%

Other compounds
Screens in order: TDP1 cell noCPT	TDP1 inh	KAT2A inh
Cc1ccccc1-c1nccc(NCCN2CCOCC2)n1
→ 8%	x	-18%
Cc1cccc(CN2C(=O)CC(c3ccc(Cl)cc3)c3c(C)nn(-c4nc(C)cc(C)n4)c32)c1 (centres undefined)
→ u	4%	-12%
CCC1(c2ccccc2)NC(=O)N(CC(=O)N(C)CC(=O)Nc2cccc(OC)c2)C1=O (centres undefined)
→ u	x	-4%
CN(Cc1nc(Cc2cccc(C(F)(F)F)c2)no1)C1CC(C)(C)NC(C)(C)C1
→ -14%	-6%	-14%
O=C(Nc1ccc2oc(-c3cc(Br)ccc3Cl)nc2c1)c1ccc2ccccc2c1
→ 12µM*	x	-4%
CN(C)C(=O)c1ccc(-c2nc(N3CCOCC3)c3ccccc3n2)cc1
→ u	x	-11%
COc1ccc(CNc2ncnc3ccc(-c4ccc(N(C)C)cc4)cc23)c(OC)c1
→ u	x	-20%
COc1cc(-c2cc(C(=O)NCc3ccco3)c3ccccc3n2)cc(OC)c1OC
→ 2.6µM*	11%	-8%
CCNc1nc(NCC)nc(OCCNS(=O)(=O)c2ccccc2)n1
→ -29%	x	-8%
CCC(=O)OCC(=O)C1(OC(=O)CC)[C@H](C)C[C@H]2[C@H]3[C@H]([C@@H](O)C[C@@]21C)[C@@]1(C)C=CC(=O)C=C1C[C@H]3Cl (some centres undefined)
→ -21%	x	-6%
CCN(CC(=O)NCc1cccs1)C(=O)/C=C/c1ccc(OC)c(OC)c1
→ -13%	x	2%
CN(C)S(=O)(=O)N(CC(=O)NCCSCc1ccccc1)c1ccccc1
→ -24%&-8%	u	-9%&1%
Nc1nc(SCC(=O)Nc2cccc(Oc3ccccc3)c2)n[nH]1
→ u	-6%	-2%
Nc1ncnc2c1nc(SCCO)n2Cc1ccccc1
→ -30%	3%	-1%
Cc1nnc(SCC(=O)N(C)c2ccccc2)n1-n1cccc1
→ 28%	1%	-17%

Individual results from the entries so far:
`Cn1cccc1C(=O)OCC(=O)Nc1cccc(S(=O)(=O)N2CCOCC2)c1` in TDP1 inh shows 2%
`O=C1OC(Cc2ccncc2)C(O)=C1C1=NCCCN1` (centres undefined) in TDP1 cell noCPT shows -2%
`Nc1nc(SCC(=O)Nc2cccc(Oc3ccccc3)c2)n[nH]1` in KAT2A inh shows -2%
`O=C1c2ccccc2NC(c2cccs2)N1O` (centres undefined) in KAT2A inh shows -3%
`Cc1ccc(NCC(=O)N/N=C/c2ccncc2)cc1` in KAT2A inh shows -1%

The results go on:
Screens in order: TDP1 cell noCPT	TDP1 inh	KAT2A inh
COC(=O)CN1C(=O)CSc2ccc(S(=O)(=O)Nc3cccc(C)c3)cc21
→ 23µM*	3%	-1%
CC(=O)NC(Cc1cccc(C)c1)C(=O)NC1CCN(C(=O)NCc2ccccc2)CC1 (centres undefined)
→ -18%	2%	-8%
COc1cccc(COC(=O)c2ccc3c(=O)n4c(nc3c2)CCC4)c1OC
→ 2%	2%	-7%
CC1=C(c2ccc(C)cc2)S(=O)(=O)N(Cc2ccc(C(=O)Nc3ccccc3C)cc2)C1=O
→ 8.2µM*	8%	-2%
O=C(O)c1ccc(/C=C(\c2nc3ccccc3[nH]2)c2nc3ccccc3s2)cc1
→ -27%	x	u
CN1CCN(S(=O)(=O)c2cccc(C#N)c2)C(c2ccccc2)C1 (centres undefined)
→ -1%	-6%	-5%
Cc1[nH]c(=O)c(C#N)c(C)c1[N+](=O)[O-]
→ -1%	x	-7%
O=C(Nc1nc2cc3c(cc2s1)OCO3)C1CC1
→ 3.7µM*	x	-21%
Cc1cnc(NC(=O)/C=C/c2ccc(Br)o2)s1
→ -13%	0%	-16%
CCOc1ccccc1NC(=O)NCCCCc1ccccc1
→ 2%	1%	-4%
O=[N+]([O-])c1ccc(/C=N/Nc2ncc(Br)cn2)cc1
→ -11%	50µM*	-10%
S=C(NCc1ccccc1Cl)Nc1ccccc1Cl
→ 0%	-5%	0%
CCN(CC)c1ccc(/C=N/NC(=O)CNC(=O)C2COc3ccccc3O2)c(O)c1 (centres undefined)
→ 3.3µM*	9%	-18%
CC1CCN(CCC(=O)Nc2ccc3c(c2)OCCO3)CC1
→ x	u	-2%
COc1ccc(-c2c(C)c3ccc(O)c(CN4CCN(C)CC4)c3oc2=O)cc1OC
→ 1%	3%	-14%
CC(C)=CCSc1nnc(CCNC(=O)OC(C)(C)C)o1
→ -21%	-7%	2%
CN(C)c1ccc(CNC(=O)CCCN2C(=O)c3cccnc3Oc3ccc(Cl)cc32)cc1
→ u	10%	-3%
CCOc1cc(/C=N/n2c(C)nc3ccccc3c2=O)ccc1O
→ u	1%	-4%
N#Cc1c(Cn2cncn2)nc(=O)n(-c2ccc(Cl)cc2)c1N
→ 0%	6%	-4%
C1CCC2(CC1)OCC1(CO2)COC2(CCCCC2)OC1
→ -9%	2%	x
O=C(CSc1nnc(-c2ccco2)o1)c1ccc([N+](=O)[O-])cc1
→ -29%	4%	0%
CCOC(=O)c1c(C)[nH]c(C(=O)OCC(=O)Nc2ccc(OCC)cc2)c1C
→ -20%	-9%	5%
CC(C)(C)c1cc(CCC(=O)N2CCC2)cc(C(C)(C)C)c1O
→ u	2%	u
CCC(c1nnnn1Cc1ccc2c(c1)OCO2)N1CCN(c2ccc(F)cc2)CC1 (centres undefined)
→ u	1%	-6%
CN(C)Cc1c(C(=O)N/N=C/c2ccc(-c3ccccc3)cc2)nnn1-c1nonc1N
→ u	1%	1%
C=CCSc1nc2c(c(=O)[nH]1)C(C(C)C)C(C#N)=C(N)O2 (centres undefined)
→ -2%	4%	-23%
O=C1CCC(C(=O)OCC(=O)c2ccccc2)N1 (centres undefined)
→ -24%	3%	-1%
C#CCN(C(=O)c1ccc(OC2CCN(Cc3ccccn3)CC2)cc1)C1CCCCC1
→ u	2%	-10%
N#CCC(=O)NCCCc1ccccc1
→ 4%	3%	2%
CCCCSc1nnc([C@@H](NC(=O)OC(C)(C)C)C(C)C)o1
→ u	-3%	-2%
CC1=C(C(=O)OCc2ccccc2)C(c2ccccc2Br)NC(=O)N1 (centres undefined)
→ u	x	-9%
CCOC(=O)C1(Cc2ccc(OC)cc2)CCN(C(=O)c2cc(C)nn2C)CC1
→ 18µM*	2%	2%
CNc1nc(SC)nc(N(C)C#N)n1
→ 0%	2%	1%

Part of the list above, as labelled records:
SMILES: CC1=C(C(=O)OCc2ccccc2)C(c2ccccc2Br)NC(=O)N1 (centres undefined)
  TDP1 cell noCPT: u
  TDP1 inh: x
  KAT2A inh: -9%

SMILES: CCOC(=O)C1(Cc2ccc(OC)cc2)CCN(C(=O)c2cc(C)nn2C)CC1
  TDP1 cell noCPT: 18µM*
  TDP1 inh: 2%
  KAT2A inh: 2%

Bioassay records (PubChem)
